MsrA inh: bovine MsrA inhibition; purified bovine MsrA, absorbance read-out; inhibition, % at 15.5 µM; actives 0.75% (n = 360,000); in the data active means inhibition above about 4.5%;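 further: 0% = vehicle wells with enzyme and 100% = reference inhibitor wells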
CendR NRP1 mod: alters CendR peptide binding to human NRP-1; O14786; FAM-RPARPAR peptide binding to NRP-1, fluorescence polarization; inhibition, % at 25 µM; actives 0.85% (n = 360,000); AID 602438;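 active means inhibition or corrected inhibition above about 18%, plus a signal ratio from 0.5 to 1.5, limit read from the data, passing the limit was not always enough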; further: strong numbers were not always called active
Scp-1 inhibitor: Scp-1 (human) phosphatase inhibition; Recombinant Scp1, phosphopeptide, malachite green phosphate absorbance; actives 0.88% (n = 340,000); Q9GZU7; AID 493091; inhibition, % at 20 µM;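 active means inhibition above about 50% at 20 µM, limit read from the data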;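 further: plate controls were DMSO wells with enzyme for no effect and wells lacking enzyme for full effect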
Target sequence (Q9GZU7 76-261 limits assumed): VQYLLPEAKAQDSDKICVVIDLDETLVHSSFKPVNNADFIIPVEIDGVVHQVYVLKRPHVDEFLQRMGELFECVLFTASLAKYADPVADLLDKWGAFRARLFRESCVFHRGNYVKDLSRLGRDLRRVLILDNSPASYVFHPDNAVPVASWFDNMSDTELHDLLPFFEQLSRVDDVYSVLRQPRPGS
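Test system: SCP-1 phosphatase catalytic domain, residues 76-261; measured by: colorimetric phosphate reagent with accelerator and stabiliser, absorbance at 630 nm; timing: enzyme reaction 45 min at room temperature, colour 5 min, stabilisation 30 min; also added: Phosphorylated 17-residue peptide substrate; compound dosing: one concentration, 20 µM, with 1.0% DMSO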
DNMT1 block: DNMT1 (human) enzyme inhibition. inhibition (reported as % activation of signal), % at 10 µM. DNMT1 molecular beacon, Hinp1I cleavage, fluorescence. actives 0.83% (n = 360,000). P26358; in the data active means inhibition above about 50%
TbMetRS inhib: Trypanosoma brucei MetRS inhibition. inhibition, % at 11.9 µM. purified T. brucei MetRS, ATP depletion, Kinase-Glo luminescence. actives 0.4% (n = 360,000);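 active means inhibition above a per-plate cutoff of the control wells' mean inhibition plus 3 SD, cut at about 5.5% in these data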;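 further: 0% = DMSO wells median and 100% = median of wells with control inhibitor compound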
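Material: parasite MetRS enzyme / Replication: singlicate, one well per compound / Signal: luminescence of leftover ATP / Schedule: 2 h aminoacylation at 25 °C after 15 min preincubation / Medium: HEPES-MgCl2-KCl buffer plus DTT, spermine, BSA, pyrophosphatase / Doses: 11.9 µM single point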
SUMO1 PPI mod: SUMO1-SIM interaction modulation; inhibition, % at 20 µM; SUMO1 binding to a labelled peptide, TR-FRET, 1 h; actives 0.33% (n = 360,000); AID 602429; P63165; in the data active means inhibition above about 37%
Target sequence (P63165 whole entry, looked up): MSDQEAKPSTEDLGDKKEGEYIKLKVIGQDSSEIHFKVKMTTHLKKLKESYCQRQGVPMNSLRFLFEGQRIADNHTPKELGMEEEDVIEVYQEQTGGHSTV
E coli Lon inh: inhibits E. coli Lon protease | purified E. coli Lon protease, fluorescence polarization | actives 0.42% (n = 360,000) | inhibition, % at 7.94 µM | P0A9M0; in the data active means inhibition above about 13%, passing the limit was not always enough;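 further: 0% = enzyme with probe and DMSO and 100% = no enzyme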
Target sequence (P0A9M0 whole entry, looked up): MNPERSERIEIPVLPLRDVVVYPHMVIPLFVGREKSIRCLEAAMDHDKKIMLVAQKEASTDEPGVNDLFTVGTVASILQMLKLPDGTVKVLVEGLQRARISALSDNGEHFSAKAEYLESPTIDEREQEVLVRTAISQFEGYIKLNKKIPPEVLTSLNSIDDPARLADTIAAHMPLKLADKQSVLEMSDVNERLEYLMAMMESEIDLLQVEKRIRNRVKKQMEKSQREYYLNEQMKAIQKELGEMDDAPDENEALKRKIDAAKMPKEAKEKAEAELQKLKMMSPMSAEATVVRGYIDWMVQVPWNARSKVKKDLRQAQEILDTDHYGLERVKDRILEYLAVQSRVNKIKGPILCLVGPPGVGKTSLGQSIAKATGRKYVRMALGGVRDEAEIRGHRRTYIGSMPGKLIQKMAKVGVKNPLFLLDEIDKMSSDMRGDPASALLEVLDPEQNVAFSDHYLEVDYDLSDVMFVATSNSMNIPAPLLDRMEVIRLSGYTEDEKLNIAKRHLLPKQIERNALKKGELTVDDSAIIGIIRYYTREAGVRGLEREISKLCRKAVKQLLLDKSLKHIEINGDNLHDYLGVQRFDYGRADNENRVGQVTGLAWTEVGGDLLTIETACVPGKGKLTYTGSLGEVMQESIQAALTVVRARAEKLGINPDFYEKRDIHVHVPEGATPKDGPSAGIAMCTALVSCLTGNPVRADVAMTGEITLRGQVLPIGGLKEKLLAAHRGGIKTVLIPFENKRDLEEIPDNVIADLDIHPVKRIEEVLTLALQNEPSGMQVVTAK
STEP inh: blocks human striatal-enriched tyrosine phosphatase; actives 0.25% (n = 360,000); P54829; inhibition, % at 20 µM; AID 588621; recombinant STEP, OMFP fluorogenic substrate, fluorescence;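 active means inhibition at 20 µM, scaled per plate between control wells, above about 37%, limit read from the data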;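 further: 0% = DMSO with enzyme and substrate and 100% = substrate only without enzyme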
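Test system: STEP tyrosine phosphatase / Reagent: OMFP at 25 µM / Doses: 20 µM, 1% DMSO / Read-out: percent inhibition scaled to no-enzyme and uninhibited-enzyme controls, plate-pattern corrected / Detection: FITC-channel fluorescence of OMFP product / Medium: Bis-Tris buffer pH 6.0, 2.5 mM DTT, 0.005% Tween 20 / Schedule: 20 min at room temperature, dark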
MsrA act: bovine methionine sulfoxide reductase A activation; purified bovine MsrA, absorbance read-out; activation, % at 10.6 µM; actives 0.3% (n = 360,000); in the data active means activation above about 7.5%;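 further: 0% = vehicle and 100% = reference activator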
LMPTP inh: LMPTP (human) inhibition | P24666 | recombinant LMPTP-A, OMFP fluorogenic substrate, fluorescence intensity | inhibition, % at 20 µM | actives 0.22% (n = 360,000) | AID 651560;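 active means compounds that cut the enzyme signal by at least half of the control window in the single-dose screen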;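 further: plate controls were DMSO wells with enzyme plus substrate for no effect and substrate without enzyme for full effect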
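Buffer or medium: Bis-Tris pH 6.0, DTT, detergent; Assay system: LMPTP-A enzyme; Quantity: 0.625 nM enzyme; Detection: endpoint fluorescence intensity; Times: 50 min dark incubation at room temperature; Controls: substrate-only low control, DMSO enzyme-plus-substrate high control; Doses: single 20 µM dose; Read-out: percent inhibition versus substrate-only and uninhibited controls; Reagent: 400 µM OMFP.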
* hit, by the source's call; . = not tested or not shown. An unsorted share of the library (roughly 4.3% active in at least one column).

SMILES	MsrA inh	CendR NRP1 mod	Scp-1 inhibitor	DNMT1 block	TbMetRS inhib	SUMO1 PPI mod	E coli Lon inh	STEP inh	MsrA act	LMPTP inh
CC(C)n1nccc1N(Cc1ccc(Cl)cc1)S(=O)(=O)c1ccccc1	-0.1	11	-4	3	0.0	10	-11	1	-3	1.8
C#CCn1c2ccccc2c(=O)n1CCOc1ccccc1OC	0.7	2	.	.	-0.5	5	.	.	.	-1.1
CC(=O)C1=C(O)CC(c2ccccc2)CC1=NCCc1c(C)[nH]c2ccccc12 (centres undefined)	2.9	2	-7	-4	0.4	4	1	4	0	2.1
O=C(CCc1nnc2ccc(NCc3ccc(F)cc3)nn12)NC1CCCC1	0.5	10	-8	-1	0.4	2	-14	0	-3	-1.3
O=c1c(Cl)c(N2CCN(S(=O)(=O)c3ccc(F)cc3)CC2)cnn1-c1cccc(Cl)c1	1.1	8	-16	-3	-0.1	-9	-6	6	-2	-0.7
CN(C)S(=O)(=O)c1ccc(NC(=S)NC(=O)C2CCC2)cc1	-0.1	11	7	-2	-0.4	6	-1	1	-8	0.8
CC(C)(C)OC(=O)N1Cc2cc3ccccc3nc2C1	-0.2	7	.	3	-0.2	5	-13	2	-6	0.9
Cn1c(Cc2cccs2)nnc1SCC(=O)Nc1ccccc1	-0.1	10	1	3	0.0	-1	2	0	-3	0.4
COc1ccccc1C(=O)COC(=O)CSC(C)C(=O)Nc1cc(C)on1 (centres undefined)	1.4	12	-1	0	0.1	0	-5	3	-4	-0.4
COc1ccc(N(CC(=O)NC2CCCCC2)C(=O)CNC(=O)c2cccs2)cc1OC	-0.4	6	-8	0	-0.7	2	-1	-2	-2	-1.9
Cc1nc2nc[nH]n2c(=O)c1NS(=O)(=O)c1ccc(F)cc1	1.5	7	-7	2	0.8	-1	3	0	-1	0.9
COC(=O)C1=C(C)N=C2SCCC(=O)N2C1c1ccc(C(=O)OC)cc1 (centres undefined)	0.8	-2	-6	-3	-0.6	-7	-14	-3	1	-1.2
Cc1ccc(CNc2cc(-c3nn4c(C)nnc4s3)ccc2C)s1	-0.4	-2	-6	-3	0.1	-1	-2	8	-2	2.2
Clc1cccc(CSc2nnc(-c3sccc3-n3cccc3)o2)c1	0.0	-1	-20	-5	-1.5	0	-1	8	-9	3.4
O=C(CSc1nc2cccnc2n1Cc1ccccc1)NC1CCCCC1	-0.1	-5	-5	-4	-0.3	1	-2	1	-3	0.1
Cc1ccccc1C(=O)Nc1ccccc1C(=O)N/N=C\c1ccco1	0.1	4	2	-5	-2.6	-5	4	-1	3	-1.5
CC(C)COc1ccc(-c2nn(-c3ccccc3)cc2/C=C2/SC(=S)N(CC(=O)O)C2=O)cc1	0.9	-77	11	65*	0.1	21	2	9	-4	38
CC1(C)Cc2ccccc2-c2nc(NN)[nH]c(=O)c21	0.3	-5	-13	0	1.9	3	-11	2	0	-1.3
CCOc1ccc(S(=O)(=O)NCCC(=O)NCCc2ccc(C(C)C)cc2)cc1	0.7	-3	-11	1	-0.1	1	-5	1	2	1.6
O=C(NCc1ccc(Cl)cc1)N1CCc2ccccc2C1	-0.7	9	-5	-1	1.0	-15	11	-1	-2	1.9
O=C(NCc1ccco1)C(c1cccnc1)N(C(=O)Cn1nnc2ccccc21)c1ccccc1 (centres undefined)	-0.8	1	-7	2	-0.8	1	-4	1	-2	0.1
CC(NC(=O)c1ccccc1)C(c1cccs1)N1CCOCC1 (centres undefined)	-0.3	13	-5	-1	0.1	2	-8	2	3	-1.0
CCOc1ccc2ccccc2c1/C=N/NC(=O)CNC(=O)Cc1ccccc1	2.5	2	6	2	-1.1	-5	4	-3	-11	-0.4
S=C(NCCSCc1ccc(Cl)cc1Cl)Nc1ccccc1	2.3	-3	-3	-4	70*	1	-4	2	-9	3.6
CC1CC(C)(C)CC2(C1)NC(=O)N(CC(=O)N1CCN(S(=O)(=O)c3ccc(F)c(F)c3F)CC1)C2=O (centres undefined)	0.1	-11	5	-2	-0.3	-11	1	1	-1	-0.3

Some of these compounds in order of the TbMetRS inhib value, ascending.
molecule	MsrA inh	CendR NRP1 mod	Scp-1 inhibitor	DNMT1 block	TbMetRS inhib	SUMO1 PPI mod	E coli Lon inh	STEP inh	MsrA act	LMPTP inh
CCOc1ccc(S(=O)(=O)NCCC(=O)NCCc2ccc(C(C)C)cc2)cc1	0.7	-3	-11	1	-0.1	1	-5	1	2	1.6
CC(C)COc1ccc(-c2nn(-c3ccccc3)cc2/C=C2/SC(=S)N(CC(=O)O)C2=O)cc1	0.9	-77	11	65*	0.1	21	2	9	-4	38
O=C(NCc1ccc(Cl)cc1)N1CCc2ccccc2C1	-0.7	9	-5	-1	1.0	-15	11	-1	-2	1.9

Copied from the results shown (3 entries):
SMILES	MsrA inh	CendR NRP1 mod	Scp-1 inhibitor	DNMT1 block	TbMetRS inhib	SUMO1 PPI mod	E coli Lon inh	STEP inh	MsrA act	LMPTP inh
CN(C)S(=O)(=O)c1ccc(NC(=S)NC(=O)C2CCC2)cc1	-0.1	11	7	-2	-0.4	6	-1	1	-8	0.8
CC(C)(C)OC(=O)N1Cc2cc3ccccc3nc2C1	-0.2	7	.	3	-0.2	5	-13	2	-6	0.9
Cn1c(Cc2cccs2)nnc1SCC(=O)Nc1ccccc1	-0.1	10	1	3	0.0	-1	2	0	-3	0.4

More results
SMILES	MsrA inh	CendR NRP1 mod	Scp-1 inhibitor	DNMT1 block	TbMetRS inhib	SUMO1 PPI mod	E coli Lon inh	STEP inh	MsrA act	LMPTP inh
CCN(CC)c1ccc(/C=N/NC(=O)c2ccc3nc[nH]c3c2)cc1	3.7	3	-1	-5	-0.7	-19	3	3	-3	0.6
Cc1ccccc1-c1nnn(CC(=O)Nc2ccc3c(c2)OCCO3)n1	0.5	-12	-4	-1	-0.9	1	8	1	0	-0.5
COc1cc(C2C3=C(Nc4ncnn42)c2ccccc2CC3)cc(OC)c1OC (centres undefined)	2.6	8	-2	0	-1.1	1	2	1	-13	-1.5
Cc1ccc(OCC(=O)Nc2ccc3c(c2)nc(CCN2CCN(c4ccccn4)CC2)n3C)cc1	1.0	6	.	0	-0.1	3	-5	0	-1	24
CC1CCCCC12NC(=O)N(CC(=O)N1CCN(Cc3ccc(C#N)cc3)CC1)C2=O (centres undefined)	0.0	1	-1	2	0.2	-1	7	0	-10	-1.1
COc1cc(OC)c(NC(=O)CCc2ccccc2)cc1Cl	0.5	12	-5	1	-0.9	-2	10	-1	0	0.2
COc1ccc2c(c1OC)C(=O)OC2Nc1nc(-c2ccc(-c3ccccc3)cc2)cs1 (centres undefined)	-1.5	-41	-2	-31	-1.0	-5	12	-2	-4	3.5
S=C(c1ccccc1)N1CCCC1	-0.8	3	-3	2	0.7	-1	-3	-2	-2	-0.9
C[n+]1c2n(c3ccccc31)N=C(c1ccc(Br)cc1)CS2	1.5	-6	6	3	1.9	-17	-1	0	3	1.1
CCOC(=O)N1CCN(C(=O)c2cn(C)c3ccc(S(=O)(=O)N4CCC(C)CC4)cc3c2=O)CC1	1.0	1	-2	1	0.4	5	1	4	-1	0.3
COC(=O)c1c(C)[nH]c(C(=O)COC(=O)Cc2ccc3c(c2)OCCO3)c1C	0.7	3	-11	-9	-0.2	1	4	-10	-1	0.5
Cc1nnc(SCC(=O)NNC(=O)c2ccco2)n1-c1ccccc1	-0.8	3	24	0	-0.2	-2	0	0	-2	-0.9
CC(/C=C/c1ccccc1)=N/NC(=O)c1cc([N+](=O)[O-])cc([N+](=O)[O-])c1	1.4	-5	1	6	-1.7	-27	-9	0	-9	0.2
COc1ccc(C2C(C(N)=O)=C(C)Nc3nc(-c4ccccc4Cl)nn32)c(OC)c1 (centres undefined)	0.2	13	0	-5	1.9	2	2	-2	-4	-0.1
Cn1c(CNc2ccccn2)c(C#N)c2ccccc21	-0.9	-7	-10	-1	-1.1	2	5	-2	-2	7.2
Cc1ccc(S(=O)ONc2cccc(NOS(=O)c3ccc(C)cc3)c2)cc1 (centres undefined)	1.5	-6	.	-11	-0.2	7	12	-5	-3	0.1
COc1ccccc1CCC(=O)Nc1ccc2c(c1)CN(Cc1ccc(CO)o1)CC2	-0.2	-2	-2	-8	0.2	-2	-9	-1	-4	2.8
COc1cccc(OCc2cc(C(=O)N3CCN(C(C)=O)CC3)no2)c1	-1.3	12	-7	2	-0.2	0	-5	1	-4	-1.2
CCOc1ccccc1-n1nnnc1SCC(=O)NCC1(N2CCOCC2)CCCCC1	-1.3	12	2	4	0.0	5	-8	-2	0	-0.7
Cc1ccc(CNC(=O)CS(=O)(=O)Cc2nc(-c3ccc(C)cc3)oc2C)cc1	0.8	0	-1	-2	-0.8	-2	-4	-1	-15	-0.4
O=C(NCC1OCCc2ccccc21)c1ccc(NC(=O)c2ccc(Cl)cc2)cc1 (centres undefined)	-0.8	-7	-4	9	0.5	7	-5	-1	-4	-1.8
Cn1c(SCC(=O)Nc2ccc(F)cc2)nnc1-c1cccnc1	-1.5	6	-10	-1	0.7	4	-3	1	0	-0.9
COc1ccc(N2C(=O)C(C)C(Cc3ccc(C)cc3)C2=O)cc1 (centres undefined)	-0.1	-5	-4	1	0.0	1	0	-2	-3	-1.4
Cc1cc(S(=O)(=O)NCc2cccnc2)ccc1F	0.2	1	-5	2	-0.1	0	9	0	0	-1.1
CCCCOCCO	0.3	0	-8	-2	-0.3	3	-3	-1	1	0.3
O=C(CCNC(=O)c1ccc(Br)cc1)NCc1cccnc1	-0.1	6	6	-2	-0.4	5	-7	-3	-6	-0.3
Cc1ccc(C)n1-c1nnc(N2CCC(C(=O)NCCCN3CCN(C)CC3)CC2)s1	-0.1	0	-8	1	-0.8	-26	-8	-3	-4	-6.7
S=C1SC2(CCCCCC2)NC2=C1CCCCC2	1.0	-11	.	3	-0.2	-14	-4	0	-2	0.1

In the list so far, these have fluorine:
SMILES	MsrA inh	CendR NRP1 mod	Scp-1 inhibitor	DNMT1 block	TbMetRS inhib	SUMO1 PPI mod	E coli Lon inh	STEP inh	MsrA act	LMPTP inh
O=C(CCc1nnc2ccc(NCc3ccc(F)cc3)nn12)NC1CCCC1	0.5	10	-8	-1	0.4	2	-14	0	-3	-1.3
O=c1c(Cl)c(N2CCN(S(=O)(=O)c3ccc(F)cc3)CC2)cnn1-c1cccc(Cl)c1	1.1	8	-16	-3	-0.1	-9	-6	6	-2	-0.7
Cc1nc2nc[nH]n2c(=O)c1NS(=O)(=O)c1ccc(F)cc1	1.5	7	-7	2	0.8	-1	3	0	-1	0.9
CC1CC(C)(C)CC2(C1)NC(=O)N(CC(=O)N1CCN(S(=O)(=O)c3ccc(F)c(F)c3F)CC1)C2=O (centres undefined)	0.1	-11	5	-2	-0.3	-11	1	1	-1	-0.3
Cn1c(SCC(=O)Nc2ccc(F)cc2)nnc1-c1cccnc1	-1.5	6	-10	-1	0.7	4	-3	1	0	-0.9
Cc1cc(S(=O)(=O)NCc2cccnc2)ccc1F	0.2	1	-5	2	-0.1	0	9	0	0	-1.1
